CCT chaperon mod: modulators of cytosolic chaperonin (CCT/TRiC) activity. activity change, % (concentration not given with the values), hits read low. purified chaperonin ATPase assay, HTRF ADP detection, 30 min. AID 651819. 0.3% of 360,000 active; in the data active = activity change below about -30%; also: % is scaled to controls: 0 for no effect and ±100 for the full control effect
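ATPase activity: ADP formed was measured by HTRF Transcreener (665/615 nm ratio) after 30 min at 37 deg C with 10 uM ATP. Compounds screened at one 76 uM concentration against 40 or 20 nM TRiC in Tris pH 7.4/KCl/MgCl2/DTT buffer.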
A549 viability: kills or reduces viability of A549 cells in Nrf2 counter-screen | A549 ARE-Fluc cells, CellTiter-Fluor viability, 18-24 h | Potency, µM (titrated, usually from 46 µM), without a hit: at the highest dose activity change, negative = cytotoxicity, usual class: inhibitors | 0.16% of 390,000 active | AID 504648; also: potency is read from the fitted curve at half-maximal effect; % is scaled to controls: 0 for no effect and ±100 for the full control effect
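A549 ARE-Fluc cells in 5% FBS OPTI-MEM, 5000 cells/well, rested 2 h then exposed to compounds in concentration-response for 18-24 h at 37 °C. Viability by CellTiter-Fluor fluorescence (Ex 405/Em 525) after 30 min; luciferase luminescence (BugLite, 15 min, RT) read afterwards.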
TGFb inhibitor: inhibitors of TGF-b signaling; 1.2% of 410,000 active; AID 588855; Potency, µM (series often up to 46.1 µM), for inactives: top-dose activity, negative = inhibition, usual class: inhibitors; HepG2 CAGA-GFP TGF-b/SMAD3 reporter, GFP fluorescence, 18 h; TGF-beta stimulated, 500 pg/mL final; also: potency is read from the fitted curve at half-maximal effect; % is scaled to controls: 0 for no effect and ±100 for the full control effect; nearly all actives have a fitted effect of over 65% in size
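HEPG2 CAGA-GFP cells (1000/well, DMEM with 1% FBS) were pre-incubated 2 h at 37 degrees C, given compound by pin tool, then stimulated with TGF-beta at 500 pg/mL final for 18 h before per-cell GFP fluorescence imaging.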
pAkt inh: Akt phosphorylation inhibition; Neuro2A IGF-stimulated pAkt S473 HTRF, 20 min; stronger effect = lower value; activity change, % for hits at 50 µM; 0.32% of 360,000 active; AID 651550; in the data active = activity change below about -80%; inconclusive = mostly about -51% to -80%; also: % is scaled to controls: 0 for no effect and ±100 for the full control effect
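Neuro2A cells (4,500/well, DMEM with 0.5% FBS) were treated with compound at a single 50 µM final concentration, stimulated with 6 nM IGF for 20 min at 37 °C, and lysed. Phospho-Akt Ser473 was read by HTRF as 665/615 ratio ×10^4.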
Nrf2 ARE act: activators of Nrf2 (ARE) signaling | AREc32 ARE-luciferase reporter (MCF7-derived line), luminescence, 24 h | Potency, µM (titrated, usually from 46.1 µM), for inactives: top-dose activation, hits mostly activators | 0.31% of 410,000 active; also: potency is read from the fitted curve at half-maximal effect; % of control where 0% means no effect; nearly all actives have a fitted effect of over 65% in size
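For detection, Steady-Glo was added and plates sat 30 min at RT; before that, AREc32_Fluc cells grown overnight in OPTI-MEM/5% FBS had been treated with 23 nL compound for 24 hr at 37 deg C.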
Nrf2 block: blocks Nrf2 signaling. A549 ARE-Fluc reporter, luciferase luminescence, 18-24 h. 2.1% of 360,000 active. Potency, µM (doses to about 46 µM), for inactives: top-dose activity change, negative = inhibition, usual class: inhibitors; also: potency is read from the fitted curve at half-maximal effect; % is scaled to controls: 0 for no effect and ±100 for the full control effect; nearly all actives have a fitted effect of over 60% in size
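Reporter: ARE-Fluc in A549. Exposure: 18-24 h, 37 °C, 5% CO2, 5% FBS OPTI-MEM. Readouts: fluorescent cytotoxicity (CellTiter-Fluor), then luminescent Nrf2 signal after BugLite.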
HepG2 viability: kills HepG2 cells in TGF-b inhibitor counter-screen; 0.76% of 410,000 active; HepG2 CAGA-GFP viability, ATP luminescence, 18 h; AID 588856; Potency, µM (doses to about 46.1 µM), for the others: at the highest dose activity change, negative = cytotoxicity, most hits filed as cytotoxic; also: potency is read from the fitted curve at half-maximal effect; some results filed as inactive show a strong effect at the top dose
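CellTiter-Glo luminescence gave cytotoxicity after 18 hours at 37 degrees C. The cells were HepG2 CAGA-GFP in 1% FBS DMEM, stimulated with 500 pg/mL TGF-beta after compound addition. %Activity was normalised to no-cell wells (complete cell-killing) and DMSO (no toxicity), and curves were fitted and classified.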
MmCpn inh: blocks the Methanococcus maripaludis chaperonin Mm-Cpn; Potency, µM (series often up to 76.9 µM), inactives show at the highest dose activity, negative = inhibition, most hits filed as inhibitors; purified Mm-Cpn ATPase, ADP Transcreener TR-FRET; 0.031% of 330,000 active; also: potency is read from the fitted curve at half-maximal effect; % is scaled to controls: 0 for no effect and ±100 for the full control effect; nearly all actives have a fitted effect of over 80% in size
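Purified archaeal chaperonin (25 nM final) was preincubated with compound for 10 min at 37°C, then ATP (10 uM final) was added for 30 min at 37°C in Tris pH 7.4/KCl/MgCl2/DTT buffer. ADP was quantified by HTRF Transcreener TR-FRET.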
S2 tox: cell viability loss in ATXN counter-screen | S2 cells (HEK-293 line with an ATXN2-luciferase reporter) viability, CellTiter-Fluor protease fluorescence, 24 h | Potency, µM (doses to about 56.7 µM), actives largely listed as cytotoxic | 0.49% of 400,000 active; also: potency is read from the fitted curve at half-maximal effect; nearly all actives have a fitted effect of over 40% in size
* marks the source's active call; other numbers are inactive results; i = inactive; ? = inconclusive; / = no result given; & = joins results of further samples; [ ] = remark or other dose. Unless noted, calls follow the shape of the dose curve; as a rule, active = well fitted curve in the direction sought with a large enough effect; inconclusive = small, poorly fitted or top-dose-only effect, or another doubt; inactive = no such curve, though single readings can be large; an effect the other way counts as inactive or inconclusive.

#	Molecule	CCT chaperon mod	A549 viability	TGFb inhibitor	pAkt inh	Nrf2 ARE act
1	C=CCNc1ccccc1S(=O)(=O)NCc1ccccc1	0.4	6%	?	i	2.9%
2	O=C(Nc1cccc2cccc(NC(=O)c3ccco3)c12)c1ccco1	-0.7	0%	-1%	i	0.2%
3	Cc1ccc(CNc2nc(C)nc3sc4c(c23)CCC4)cc1	-4.4	-3%	?	i	-0.4%
4	CCCCN(C)CCC(=O)Nc1ccc(OC)cc1OC	-1.4	8%	3%	i	-0.7%
5	Cc1cccc(C)c1NC(=O)CN1C(=O)CCSc2ccc(S(=O)(=O)N3CCCC3)cc21	-1.0	0%&-1%	-10%&-10%	i	-0.7%&-0.1%
6	Cc1ccc(Cn2c(CCC(=O)O)nc3ncccc3c2=O)cc1	-7.5	1%	-3%	i	-1.0%
7	O=C(CN1CCN(c2ccccc2F)CC1)Nc1ccccc1F	0.3	-3%	-11%	i	-0.1%
8	Cc1[nH]c2ccc3ncccc3c2c1C	-0.2	0%	8%	i	5.8%

#	Nrf2 block	HepG2 viability	MmCpn inh	S2 tox
1	-4%	-10%	-4%	i
2	-5%	-5%	2%	i
3	?	-5%	-1%	i
4	12%	-24%	1%	i
5	-5%	0%&-21%	-1%	i
6	?	5%	1%	i
7	4%	4%	1%	i
8	11%	3%	-11%	i

(next part)
#	Molecule	CCT chaperon mod	A549 viability	TGFb inhibitor	pAkt inh	Nrf2 ARE act
9	Cc1ccc(NC(=S)N2CCCN(Cc3ccc(F)cc3)C2)c(C)c1	0.7	4%	-10%	i	0.1%
10	CCCCNC(=O)CCn1c(=O)c2ccccc2n(Cc2ccc(Cl)cc2)c1=O	1.8	-1%	-10%	i	-0.2%
11	CCc1c(C(=O)NNC(=O)Nc2ccc3c(c2)OCO3)csc1C	-0.1	2%	?	i	0.4%
12	Cc1ccccc1NS(=O)(=O)c1ccc(OCC(=O)N2CCCCC2)cc1	1.1	-6%	0%	i	2.4%
13	CCc1cnc2c(c1SCC(=O)N1CCCCC1)c(=O)n(C)c(=O)n2C	/	-6%	1%	/	4.7%
14	[N-]=[N+]=CC(=O)CCCN1C(=O)c2ccccc2C1=O	1.0	-10%	-11%	i	-0.4%
15	Cc1ccccc1CN1CCN(Cc2ccc3cccc(F)c3n2)CC1CCO (stereo unspecified)	-1.0	-1%	-16%	i	-0.5%
16	O=C(c1ccccc1)c1nc[nH]c1C(=O)Nc1ccccn1	0.1	3%	-17%	/	4.4%

#	Nrf2 block	HepG2 viability	MmCpn inh	S2 tox
9	?	-1%	-2%	i
10	-21%	-24%	-2%	i
11	7%	-11%	1%	i
12	?	-4%	1%	i
13	/	-6%	/	i
14	-7%	3%	?	i
15	-2%	-10%	-3%	i
16	23%	1%	-1%	i

Following part
#	Molecule	CCT chaperon mod	A549 viability	TGFb inhibitor	pAkt inh	Nrf2 ARE act
17	COc1ccc(NC(=O)CSc2nnc(Cc3cccs3)n2-c2ccc(C)cc2)cc1	-1.7	-21%	8%	i	0.3%
18	N[C@@H](Cc1ccc(O)cc1)c1nnc([C@H](CCC(=O)O)NC(=O)C2CCNCC2)o1	-0.8	1%	?	i	0.3%
19	CNC(=O)/C(C#N)=C1/SC(Cc2ccc(F)cc2)C(=O)N1c1ccccc1 (stereo unspecified)	0.0	-12%	-18%	i	1.7%
20	COC(=O)c1ccc(-c2c(-c3ccccc3)ncc3cc(OC)c(OC)cc23)cc1	1.5	3%	-3%	i	0.3%
21	CCOC(=O)CN1N=C(/C=C/c2ccccc2)CCC1=O	-48*	0%	3%	i	-0.4%
22	CCc1c(C)sc(NC(=O)Cc2ccccc2OC)c1C(=O)N1CCOCC1	-2.2	-14%	1%	i	0.1%
23	CCOC(=O)CC1=Nc2ccccc2NC(=O)C1	-1.2	/	1%	i	-0.2%
24	CCC1=C(CC2NCCc3ccccc32)CC2c3cc(OC)c(OC)cc3CCN2C1 (stereo unspecified)	-2.7	7.3µM*	2.8µM*	i	-1.5%

#	Nrf2 block	HepG2 viability	MmCpn inh	S2 tox
17	-92%	-5%	-1%	i
18	-4%	1%	/	i
19	27%	4%	-1%	i
20	-19%	-47%	-3%	i
21	16%	-2%	/	i
22	-13%	2%	-7%	i
23	-45%	7%	0%	i
24	3.7µM*	-29%	/	?

Going on with the list.
#	Molecule	CCT chaperon mod	A549 viability	TGFb inhibitor	pAkt inh	Nrf2 ARE act
25	COc1cccc(C(=O)NCc2ccc(-c3nc4ccccc4s3)cc2)c1	-5.5	-8%	30%	/	0.2%
26	O=C1C(=O)N(CCCN2CCOCC2)C(c2ccc([N+](=O)[O-])cc2)/C1=C(\O)c1ccc2c(c1)OCCO2 (stereo unspecified)	-1.4	0%	-19%	i	-1.4%
27	Cc1cc(C(=O)CN2C(=O)C(=O)N(Cc3ccccc3)C2=O)c(C)n1-c1ccccc1F	-1.7	7%	-5%	i	3.2%
28	COc1ccc(S(=O)(=O)Nc2cccc3c2O[C@H](CN(C)Cc2ccc(Oc4ccccc4)cc2)[C@@H](C)CN([C@H](C)CO)C3=O)cc1	-1.4	-13%	?	i	0.4%
29	CC(=O)Oc1ccc2cc(-c3nc4ccccc4n3C)c(=O)oc2c1	-1.0	?	-17%	i	4.7%
30	O=[N+]([O-])c1cnc(Sc2ccncn2)s1	-1.3	-5%	2.2µM*	i	?
31	OCCCNCc1ccc(-c2ccccc2)cc1	-0.5	-2%	4%	i	0.0%
32	Cc1cccc(NC(=S)N(CCN(C)C)C(C)c2cccnc2)c1 (stereo unspecified)	0.2	5%	-5%	i	-0.6%

#	Nrf2 block	HepG2 viability	MmCpn inh	S2 tox
25	3%	-10%	-22%	i
26	-7%	-29%	-4%	i
27	?	-18%	0%	i
28	16µM*	-6%	0%	?
29	?	-5%	-10%	/
30	-3%	-109%	-1%	3.2µM*
31	?	1%	1%	/
32	-4%	-5%	-1%	i

(continued)
#	Molecule	CCT chaperon mod	A549 viability	TGFb inhibitor	pAkt inh	Nrf2 ARE act
33	CC(C)Cc1nc(N2CCOCC2)c(C#N)c2c1COC(C)(C)C2	3.2	0%	6%	i	0.4%
34	Oc1ccccc1C(=S)N1CCCCCC1	0.0	1%	2%	i	-0.9%
35	CCOC(=O)C(NC(=O)c1ccccc1)(Nc1nnc(C)s1)C(F)(F)F (stereo unspecified)	-1.3	0%	-11%	i	0.3%
36	Cc1nc2ccccc2n1CC(=O)N/N=C\c1ccccn1	-1.4	14%	-6%	i	0.1%
37	CCOC(=O)c1c(NC(=O)Nc2ccc(F)cc2)sc(C(=O)N(C)C)c1C	/	2%	-18%	/	-0.5%
38	CC(C)Oc1ccc(C(=O)NCCc2csc(-c3cccc(F)c3)n2)cc1	/	6%	?	/	6.0%
39	CCCN1C(=O)COc2ccc(C(=O)c3ccccc3C(=O)O)cc21	-3.1	-3%	1%	i	0.0%
40	C=CCOc1ccccc1CNc1ccc2c(c1)OCCO2	-0.3	-2%	?	i	0.4%
41	CC(=O)Nc1ccc(-c2csc(NC(=O)C3CSC4(C)CCC(=O)N34)n2)cc1 (stereo unspecified)	-0.1	-7%	3%	i	1.8%

#	Nrf2 block	HepG2 viability	MmCpn inh	S2 tox
33	/	-13%	-1%	i
34	2%	-8%	-11%	i
35	8%	-14%	1%	i
36	4%	-2%	3%	i
37	-16%[9.27 µM]	-16%	/	i
38	/	-25%	/	i
39	13%	-3%	-3%	i
40	?	-3%	-4%	i
41	-8%	-5%	-1%	i
